Source: PubChem (several laboratories)
G6PDH CS: L. mesenteroides G6PDH inhibition counter-screen; Purified L. mesenteroides G6PDH, diaphorase/resazurin coupled fluorescence, 45 min; AID 1020; inhibition, % at 5 µM; hit rate 0.12% among 200,000; in the data active means inhibition above about 50%
Efa HMGR inh: inhibitors of class II HMG-CoA reductase from Enterococcus faecalis; purified E. faecalis HMGR, NADPH absorbance 340 nm kinetic; inhibition, % at 10 µM; hit rate 0.41% among 190,000;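 active means inhibition above a set limit, the median over all tested compounds plus 3 SD, cut at about 9.5% in these data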;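 further: enzyme runs in reverse so mevalonate oxidation gives rising NADPH absorbance; 0% = complete reaction with DMSO and 100% = background rate lacking mevalonate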
NF-kB expr up: compounds increasing NF-kB expression in human neuronal cells; hit rate 1.6% among 190,000; AID 1239; fold change at 12.5 µM; NF-kB reporter expression; active compounds read high; in the data active means fold change above about 3.3
APP transl inh: APP translation inhibition | SH-SY5Y APP 5'UTR-luciferase reporter, luminescence | inhibition, % at 2 µM | hit rate 0.82% among 190,000 | AID 1285;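 active means inhibition above a set limit, derived from the sample mean plus 3 SD, cut at about 45% in these data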; further: values of inactives mirror those of a sister screen read the other way
STAT1 activator: increases IFN-gamma driven STAT1 reporter signal; NIH 3T3 STAT1-luciferase reporter, luminescence; 100% = IFN-gamma alone, no compound; activation (% of control), % at 5.5 µM; hit rate 2.6% among 200,000; AID 932;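 active means activation above the screen-wide mean activation plus 3 SD, cut at about 130% in these data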;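 further: raw ratio to IFN-gamma control signal so 100% means no change and 0% no light; values of inactives mirror those of a sister screen read the other way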
FLuc stim CS: affects firefly luciferase, flagging false hits in luciferase stimulation screens; activation factor at 10 µM; ATPlite luciferase biochemical, luminescence, 10 min; 0 = ATP-free wells, 1 = DMSO control; 200,000 tested, under 10 active; AID 1027;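 active means luciferase activation factor, scaled between plate controls, of at least 2 with compound at 10 µM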
Target sequence (P08659 whole entry, looked up): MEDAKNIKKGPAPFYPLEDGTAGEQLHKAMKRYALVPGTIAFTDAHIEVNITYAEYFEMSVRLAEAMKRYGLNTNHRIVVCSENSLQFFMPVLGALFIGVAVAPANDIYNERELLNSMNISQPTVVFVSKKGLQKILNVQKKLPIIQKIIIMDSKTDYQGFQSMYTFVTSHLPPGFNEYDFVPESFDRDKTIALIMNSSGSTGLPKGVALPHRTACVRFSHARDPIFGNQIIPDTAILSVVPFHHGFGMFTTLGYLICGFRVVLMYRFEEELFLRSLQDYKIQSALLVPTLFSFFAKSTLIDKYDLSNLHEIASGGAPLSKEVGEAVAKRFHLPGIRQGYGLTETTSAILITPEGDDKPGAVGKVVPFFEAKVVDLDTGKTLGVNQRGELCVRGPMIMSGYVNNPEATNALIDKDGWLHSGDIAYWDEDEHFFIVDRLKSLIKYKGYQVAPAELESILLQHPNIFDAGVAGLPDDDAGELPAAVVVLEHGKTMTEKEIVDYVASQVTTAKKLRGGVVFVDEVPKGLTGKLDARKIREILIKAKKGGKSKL
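Material: Luciferase/luciferin reagent mix; Doses: test compounds dosed from 2 mM stocks in 100% DMSO; Schedule: 10 min incubation after luciferase reagent addition, room temperature; Measured by: luminescence from luciferase reaction; Read-out: luminescence gain marking luciferase activators.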
APP 5'UTR act: APP 5'UTR luciferase reporter activation | SH-SY5Y APP 5'UTR luciferase reporter, luminescence; zero percent = DMSO vehicle wells | activation, % at 2 µM | hit rate 1% among 190,000 | AID 1276;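 active means activation above a set limit, based on mean plus 3 SD of controls, cut at about 140% in these data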; further: values of inactives mirror those of a sister screen read the other way
Hsp70 activator: Hsp70 transcriptional activation, primary screen | HeLa Hsp70 promoter luciferase reporter, luminescence; scaled: vehicle 0, proteasome-inhibitor control 100% | activation, % at 10 µM | hit rate 0.04% among 200,000 | AID 1203;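 active means activation above the mean across all tested compounds plus 3 SD, cutoff set per campaign, cut at about 5.5% in these data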;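 further: 100% = MG132 at 30 µM as the positive control and 0% = DMSO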
Redox H2O2 prof: compounds producing H2O2 with reducing agent – biochemical, NIH compound library profiling, artefact control for MLSCN library redox annotation, primary screen; DTT-dependent redox cycling H2O2, phenol red/HRP absorbance; 100% = 100 µM peroxide control, 0% = buffer; activation, % at 10 µM; hit rate 0.03% among 200,000; AID 878;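 active means activation of at least 50% relative to the plate's high and low controls in the primary single-dose screen; inactive means activation below 50%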;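 further: compound incubated with DTT at 0.8 mM final as the reducing agent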
FLuc inhib CS: Photinus pyralis luciferase inhibition counter-screen. ATPLite firefly luciferase biochemical luminescence, 10 min. P08659. AID 1006. inhibition, % at 10 µM. hit rate 1.5% among 200,000;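 active means inhibition above about 50% when tested at 10 µM, limit read from the data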
Numbers without * were called inactive; . = not tested or not shown.

SMILES | G6PDH CS | Efa HMGR inh | NF-kB expr up | APP transl inh | STAT1 activator | FLuc stim CS | APP 5'UTR act | Hsp70 activator | Redox H2O2 prof | FLuc inhib CS
CCOC(=O)C(C)Oc1cccc2c(=O)n(CC(=O)Nc3ccc4c(c3)OCCO4)ccc12 (stereo unspecified) | 2 | 3 | 1.1 | 15 | 98 | 1.1 | -15 | -0.3 | 0.8 | -8
Cc1cccc(CCNC(=O)C2CCCN(S(=O)(=O)c3cccc4nsnc34)C2)c1 (stereo unspecified) | 12 | -1 | 1.2 | 2 | 101 | 1 | -2 | -0.4 | 0.4 | -2
CCOC(=O)Cc1csc(SCC(=O)Nc2cccc(Cl)c2)n1 | 2 | -3 | 1.2 | 14 | 90 | 1 | -14 | -0.1 | -0.1 | -4
O=C(Nc1cccc(OC(=O)c2cccnc2)c1)c1cccnc1 | 1 | -3 | 1.2 | 6 | 98 | 1.1 | -6 | 0.0 | 0.6 | -8
COc1cc(C2C(C#N)=C(N)Oc3n[nH]c(C)c32)cc2c1OCO2 (stereo unspecified) | 6 | 1 | 0.83 | -3 | 107 | 1.1 | 3 | -0.3 | -1.3 | -8
Cc1ccc(S(=O)(=O)N2CCC(=O)N(CCOCc3ccc(C(F)(F)F)cc3)CC2)cc1 | 12 | -3 | 0.85 | 0 | 93 | 1.1 | 0 | -0.1 | 0.4 | -6
CCOC(=O)Oc1ccc2oc(C)c(C(=O)OCCOC)c2c1 | -3 | -2 | 1.2 | -18 | 97 | 1 | 18 | -0.3 | 3.0 | -1
CCCS(=O)(=O)C(=C(Nc1ccc(OC)cc1)Nc1ccc(OC)cc1)S(=O)(=O)CCC | -8 | -1 | 1 | -8 | 97 | 1.1 | 8 | -0.1 | 0.8 | -8
CCNC(=O)COC(=O)c1cc(-c2ccc(OC)cc2)nc2ccccc12 | 2 | -2 | 0.88 | -15 | 96 | 0.7 | 15 | -0.2 | -4.0 | 28
COc1ccccc1N1CCN(C(=O)c2oc3ccc(F)cc3c2C)CC1 | -2 | -5 | 1.2 | 0 | 87 | 1 | 0 | -0.3 | -0.6 | -3

Single records, as listed above. Order of values: G6PDH CS | Efa HMGR inh | NF-kB expr up | APP transl inh | STAT1 activator | FLuc stim CS | APP 5'UTR act | Hsp70 activator | Redox H2O2 prof | FLuc inhib CS
CCOC(=O)C(C)Oc1cccc2c(=O)n(CC(=O)Nc3ccc4c(c3)OCCO4)ccc12 (stereo unspecified) as listed: 2 | 3 | 1.1 | 15 | 98 | 1.1 | -15 | -0.3 | 0.8 | -8
CCOC(=O)Oc1ccc2oc(C)c(C(=O)OCCOC)c2c1 as listed: -3 | -2 | 1.2 | -18 | 97 | 1 | 18 | -0.3 | 3.0 | -1
COc1cc(C2C(C#N)=C(N)Oc3n[nH]c(C)c32)cc2c1OCO2 (stereo unspecified) as listed: 6 | 1 | 0.83 | -3 | 107 | 1.1 | 3 | -0.3 | -1.3 | -8

The results go on.
SMILES | G6PDH CS | Efa HMGR inh | NF-kB expr up | APP transl inh | STAT1 activator | FLuc stim CS | APP 5'UTR act | Hsp70 activator | Redox H2O2 prof | FLuc inhib CS
Cc1cc(NCCc2ccc(Cl)cc2)n2ncnc2n1 | 0 | -2 | 0.96 | 8 | 86 | 1.1 | -8 | 0.0 | 0.2 | -7
COc1ccc(N2CCN(S(=O)(=O)c3ccc(C(=O)NCc4ccco4)cc3)CC2)cc1 | 1 | -3 | 1.1 | 2 | 101 | 1.1 | -2 | -0.4 | 0.2 | -8
CCOC(=O)CSc1cc(C)c(C#N)c2nc3ccccc3n12 | 12 | 2 | 1.2 | 0 | 94 | 1.1 | 0 | 0.4 | -1.8 | -8
CC(C)(C)c1ccc(-c2nnc(SCC(=O)c3ccc4c(c3)OCCO4)o2)cc1 | 14 | 4 | 0.89 | 8 | 99 | 1 | -9 | -0.1 | 2.5 | 4
O=C1CCCc2c1cc(C(=O)Nc1ccc(Br)cn1)c(=O)n2-c1ccccc1 | -50 | 0 | 0.85 | 11 | 103 | 1.1 | -11 | -0.6 | -0.7 | -6
CCn1c(SCc2ccc(Cl)cc2)nnc1-c1ccccc1 | 4 | -4 | 1.1 | -8 | 103 | 1.1 | 8 | -0.1 | 0.8 | -7
Cc1cccn2c(=O)c3cc(C(=O)NCCCn4ccnc4)n(C)c3nc12 | -7 | -5 | 0.62 | -13 | 107 | 1 | 13 | 0.0 | -2.4 | -4
Cc1ccc(-c2csc(-c3c[nH]c4ccccc34)n2)c(C)c1 | -1 | 5 | 2.5 | -31 | 123 | 1 | 31 | -0.2 | 2.9 | -1
Cc1nn(Cc2ccccc2)c2c1C(c1cccnc1)C(C#N)=C(N)O2 (stereo unspecified) | 11 | 0 | 1.2 | -5 | 87 | 1 | 5 | -0.1 | 0.0 | -2
CCOC(=O)N1CCN(CC(O)COCc2cc(OC)c(OC)c(OC)c2)CC1 (stereo unspecified) | 0 | 0 | 1 | 19 | 100 | 1.1 | -19 | -0.4 | 2.7 | -6
O=C(O)CNC(=S)N(Cc1cccs1)C1CCCCC1 | 12 | -5 | 1.1 | -7 | 105 | 1 | 7 | -0.2 | 0.3 | 2
Cc1ccc(C(=O)C(C)OC(=O)C2CC(=O)N(C3CCCCC3)C2)cc1 (stereo unspecified) | 1 | -3 | 1.7 | 18 | 105 | 1 | -18 | -0.1 | 0.2 | 2
COc1ccc(OC)c(-c2c(C#N)c(N)nc3c2c(=O)nc2sccn23)c1 | 6 | -8 | 1.1 | 27 | 92 | 1.1 | -27 | -0.3 | -1.0 | -6
O=C(CN1CCN(S(=O)(=O)c2ccc3ccccc3c2)CC1)Nc1ccc(N2CCOCC2)cc1 | -22 | -3 | 0.82 | 1 | 111 | 1.1 | -1 | -0.3 | 0.1 | -5
CCc1ccc(-c2nn(-c3cc(Cl)ccc3[N+](=O)[O-])c(=O)c3ccccc23)cc1 | 4 | -8 | 1 | 8 | 108 | 1 | -8 | -0.4 | 0.8 | -3
Cc1ccc(S(=O)(=O)NCc2ccc(C(=O)NC3CC3)cc2)cc1 | -6 | -3 | 1.2 | 0 | 98 | 1.1 | 0 | -0.3 | -0.2 | -8
FC(F)(F)c1ccccc1/C=N/Nc1ccccn1 | -3 | -2 | 1.4 | -11 | 113 | 0.7 | 11 | 0.0 | 0.0 | 31
COC(=O)c1ccccc1SC1CC(=O)N(c2cccc(C)c2)C1=O (stereo unspecified) | -4 | 2 | 1.2 | 5 | 94 | 1 | -5 | -0.3 | -0.5 | -4
CCC12CN(C(=O)c3ccc(OC)cc3)CC(CC)(CN(C(=O)c3ccc(OC)cc3)C1)C2=O | 1 | -5 | 1 | -8 | 102 | 1 | 8 | -0.5 | -0.3 | -5
O=C(c1cc2ccccc2[nH]1)N1CCOCC1 | 4 | -3 | 1.2 | -17 | 98 | 1.1 | 17 | -0.2 | -0.7 | -8
N#CN=C1SCCS1 | -1 | -4 | 1.2 | 3 | 102 | 1.1 | -3 | -0.4 | -0.3 | -5
COc1ccc2oc(=O)c(C(=O)N3c4ccccc4CC3C)cc2c1 (stereo unspecified) | -8 | -3 | 0.95 | 11 | 98 | 1 | -11 | -0.2 | 0.2 | -4
Cc1nnc(SCC(=O)N2CCCC(C(=O)c3ccc(Cl)cc3)C2)o1 (stereo unspecified) | 5 | -3 | 1 | 2 | 95 | 1.1 | -2 | 0.2 | -1.4 | -9
COc1ccc(OC)c(NC(=O)CC(Cc2ccccc2OC)C(=O)O)c1 (stereo unspecified) | 4 | -7 | 1.1 | 5 | 89 | 1.1 | -5 | 0.4 | 1.0 | -5
CCOC(=O)C1=C(C)OC(N)=C(C#N)C1c1cccs1 (stereo unspecified) | 2 | 1 | 1.1 | -13 | 77 | 1 | 13 | -0.2 | -0.2 | -4
COc1ccccc1N1CCN(CCCCOc2ccc(F)cc2)CC1 | 14 | 2 | 0.97 | -4 | 97 | 1 | 4 | -0.3 | -0.7 | -1
Cc1cc(C)cc(NC(=O)C2CCCN2C(=O)NC2CCCCC2)c1 (stereo unspecified) | 10 | -5 | 1.1 | -2 | 101 | 1.1 | 2 | -0.4 | -0.3 | -7
CCN(CC)S(=O)(=O)c1cccc(-c2nnc(SCC(=O)c3ccc(Cl)s3)n2C)c1 | -3 | -2 | 1.6 | -19 | 91 | 1 | 19 | -0.4 | 5.4 | -4
NC(=O)C1CCN(CC(=O)Nc2cc(Cl)ccc2Oc2ccccc2)CC1 | -1 | 1 | 1.2 | -14 | 96 | 1 | 14 | -0.1 | 0.1 | -2
CN(C(=O)COc1cc(=O)n(C)c2ccccc12)c1cccc(Cl)c1 | 2 | -6 | 1.2 | -4 | 100 | 1 | 4 | 0.1 | -0.6 | -3
CCCCCCOc1ccc(C(=O)n2cnc(N)n2)cc1 | 3 | 3 | 0.9 | 2 | 109 | 1 | -2 | -0.6 | -0.1 | -5
COC(=O)c1[nH]c2ccc(Cl)cc2c1NC(=O)Oc1ccccc1 | -4 | -7 | 1.3 | -19 | 118 | 0.9 | 19 | -0.4 | -3.0 | 12
Cc1oc2cc3oc(=O)c4c(c3cc2c1C)CCC4 | -4 | -4 | 1.3 | -5 | 115 | 0.9 | 5 | -0.3 | -0.5 | 5
O=C(c1ccc2c(c1)OCO2)n1nnc2ccccc21 | 1 | 1 | 1.2 | -2 | 101 | 0.7 | 2 | 0.0 | 0.1 | 31
CCOC(=O)c1cccc(NC(=O)CSc2nnc(C3CCCCC3)n2CC)c1 | 14 | 3 | 0.77 | 1 | 103 | 1 | -1 | -0.1 | 0.7 | -4
CC(C)(C)c1ccc(CN(Cc2ccccc2)C(c2ccccn2)c2nnnn2C(C)(C)C)cc1 (stereo unspecified) | 3 | 2 | 0.7 | -15 | 91 | 1 | 15 | -0.2 | 0.3 | -2
Cc1ccc(S(=O)CCNC(=O)Cc2ccc(Cl)cc2)cc1 (stereo unspecified) | 0 | 2 | 0.88 | -16 | 110 | 1.1 | 16 | 0.0 | -0.3 | -6
CC12CN(Cc3ccccc3)CC(C)(CN(Cc3ccccc3)C1)C2=O | 0 | -2 | 0.95 | 19 | 99 | 1.1 | -19 | -0.3 | -1.0 | -6
Cc1nc(N2CCN(c3ncccn3)CC2)c2oc3ccccc3c2n1 | . | . | . | 6 | 95 | . | -6 | -0.2 | 2.0 | .
O=C(O)C1CCC(=O)N(C2CCCCC2)C1c1ccccc1 (stereo unspecified) | 1 | -8 | 0.88 | 10 | 95 | 1.1 | -10 | -0.2 | 1.5 | -6
O=C(O)CCCCn1c(SCc2cc(=O)n3cc(Cl)ccc3n2)nc2ccsc2c1=O | -6 | -8 | 1 | 27 | 101 | 1.1 | -27 | -0.1 | 0.4 | -6
COc1ccc(OC)c(CCNC(=O)CC2Oc3ccc(C)cc3NC2=O)c1 (stereo unspecified) | 3 | -5 | 1.1 | -12 | 100 | 1.1 | 12 | 0.0 | -0.8 | -6
COc1cccc(Nc2cc(C)nc3nc(C)nn23)c1 | -3 | -9 | 0.95 | 1 | 104 | 1 | -1 | 0.0 | -0.4 | -3
COc1ccccc1C(=O)NNC(=O)c1cccc(F)c1 | 6 | -5 | 2.3 | -129 | 146* | 0.6 | 129 | -0.2 | -0.2 | 43
CC(=O)c1ccc(Oc2ncnc3sccc23)cc1 | 0 | -4 | 1.8 | -40 | 125 | 1 | 40 | -0.3 | 0.2 | -1
O=C(COc1ccc(S(=O)(=O)N2CCOCC2)cc1)N1CCCCCC1 | 3 | 4 | 1 | 8 | 97 | 1 | -8 | 0.2 | 1.2 | -3
